V1aR counter – V1a receptor agonism, counter-screen for OXTR agonists; AID 2797; activation, % at 3 µM; P37288; CHO-V1R cells, Fluo-8 calcium fluorescence, agonist mode; 0% DMSO, 100% 3 nM vasopressin; hit rate 0.25% among 320,000;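 active means activation above the mean activation of all tested compounds plus 3 SD, per screening run, cut at about 20% in these data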;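 further: signal is peak over basal fluorescence ratio across a 100 second FLIPR read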
OXTR agonist – agonists of human oxytocin receptor; hit rate 0.32% among 320,000; P30559; activation, % at 3 µM; CHO-OTR cells, Fluo-8 calcium fluorescence; normalized: DMSO 0%, oxytocin 100%;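 active means activation above the mean of all tested compounds plus 3 SD, cutoff set per screening run, cut at about 20% in these data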;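 further: peak over basal fluorescence ratio from a 100 s FLIPR kinetic read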
M1 ag parental – nonselective activator or artifact in parental CHO-K1 cells; Fluo-8 calcium fluorescence; scaled to maximal ATP response, vehicle zero; activation, % at 3 µM; hit rate 0.48% among 360,000; AID 602248; in the data active means activation above about 15%;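 further: untransfected CHO-K1 host cells lacking M1 receptor as counterscreen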
CHO-K1 Ca antag – counter-screen for M1 antagonists: effect in parental CHO-K1 cells; ATP-induced calcium, Fluo-8 fluorescence; inhibition, % at 3 µM; hit rate 0.6% among 360,000; AID 602250;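 active means inhibition above a per-plate cutoff, the plate's mean sample inhibition plus 3 SD, cut at about 24% in these data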;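 further: 0% = DMSO plus EC80 ATP and 100% = DMSO alone without ATP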
CHO parental Ca – signal in parental CHO cells, OX1R antagonist counter-screen | parental CHO-K1, ATP-induced calcium, Fluo-8 fluorescence | inhibition, % at 5.6 µM | hit rate 0.63% among 330,000 | AID 463079;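 active means inhibition above that plate's mean sample inhibition plus 3 SD, cut at about 26% in these data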;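 further: 0% = ATP-challenged DMSO wells and 100% = DMSO wells without ATP; some compounds past the cut are filed as inactive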
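Test system: untransfected parental CHO cell line. Compound: one dose, 5.6 µM nominal. Detection: intracellular calcium via Fluo-8 no-wash fluorescent dye. Measure: % inhibition. Benchmarks: ATP-challenged DMSO wells low, unchallenged DMSO wells high.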
OXTR potentiate – human OXTR potentiation; P30559; CHO-OTR cells, Fluo-8 calcium fluorescence, potentiator mode; 0% = oxytocin EC15, 100% = EC100; activation, % at 3 µM; hit rate 0.061% among 320,000;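 active means activation above that plate's cutoff, the mean activation of tested compounds plus 3 SD, cut at about 6.6% in these data, passing the limit was not always enough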;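 further: 100% uses oxytocin at 75 nM as the full agonist control; some results filed as inactive read as strong as hits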
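assay system = CHO-OTR cells, human receptor | schedule = compound 6 min at room temperature before oxytocin, 100 s read | detection = Fluo-8 intracellular calcium fluorescence, ex 470-495, em 515-575 nm | evaluation = normalized max/min fluorescence ratio, % activation | control set = EC15 oxytocin alone as 0%, 75 nM oxytocin (EC100) as 100%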
TAAR1 antagonist – human TAAR1 antagonism | Q96RJ0 | CHO RD-HGA16 TAAR1, Fluo-8 calcium fluorescence, antagonist | inhibition, % at 3 µM | hit rate 1.5% among 360,000;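 active means inhibition above a per-plate cutoff, the mean inhibition of test compounds on that plate plus 3 SD, cut at about 49% in these data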;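 further: 0% = DMSO plus EC80 beta-PEA response and 100% = DMSO alone without agonist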
Target sequence (Q96RJ0 whole entry, looked up): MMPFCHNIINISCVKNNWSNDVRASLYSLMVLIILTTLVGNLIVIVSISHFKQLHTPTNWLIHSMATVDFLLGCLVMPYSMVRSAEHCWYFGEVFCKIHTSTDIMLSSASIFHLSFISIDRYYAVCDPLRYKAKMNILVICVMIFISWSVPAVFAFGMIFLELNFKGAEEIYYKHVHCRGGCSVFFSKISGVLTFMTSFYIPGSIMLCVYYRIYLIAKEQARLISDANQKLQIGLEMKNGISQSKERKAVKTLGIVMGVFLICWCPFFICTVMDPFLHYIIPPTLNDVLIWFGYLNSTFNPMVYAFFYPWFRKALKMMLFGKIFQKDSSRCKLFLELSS
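Test system – hTAAR1-expressing CHO RD-HGA16 cells, Gα16-coupled · Also added – β-PEA at EC80 concentration, post-compound challenge · Compound – 3 µM, single point · Incubation – dye loading 75 min at 37 °C, then 30 min room temperature · Measured by – Fluo-8 intracellular calcium dye fluorescence, real-time kinetic reads · Benchmarks – vehicle and agonist controls · Replicates – singlicate, one well per test compound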
CHO-K1 Ca PAM – M1 PAM counterscreen hit in parental CHO-K1 cells; hit rate 0.02% among 360,000; ATP EC20, Fluo-8 calcium fluorescence; 0% at ATP EC20, 100% at ATP max; activation, % at 3 µM;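 active means activation above the run cutoff, the mean activation of all test compounds plus 3 SD, cut at about 40% in these data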;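 further: peak over basal fluorescence ratio in a 140 s read after ATP addition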
GPR7 antagonist – human neuropeptides B/W receptor 1 antagonism | inhibition, % at 4.4 µM | AID 1861 | GPR7-expressing cells, fluorescence antagonist assay | hit rate 1.1% among 290,000 | P48145; in the data active means inhibition above about 16%, passing the limit was not always enough;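 further: cells stimulated with the agonist NPW; 0% = agonist with vehicle and 100% = vehicle without agonist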
Target sequence (P48145 whole entry, looked up): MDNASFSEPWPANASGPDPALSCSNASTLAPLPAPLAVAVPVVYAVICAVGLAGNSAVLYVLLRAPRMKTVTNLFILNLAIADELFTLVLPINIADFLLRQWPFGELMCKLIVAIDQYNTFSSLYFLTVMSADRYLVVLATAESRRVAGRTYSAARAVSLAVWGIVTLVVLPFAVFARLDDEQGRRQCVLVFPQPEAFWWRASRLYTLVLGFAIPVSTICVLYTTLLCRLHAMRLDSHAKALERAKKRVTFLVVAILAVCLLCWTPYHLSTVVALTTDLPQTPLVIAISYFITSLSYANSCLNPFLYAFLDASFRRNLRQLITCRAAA
The depositor's hits bear a star; nt = no result given. Not all compounds are listed; the hit share may differ from the screen's.

SMILES	V1aR counter	OXTR agonist	M1 ag parental	CHO-K1 Ca antag	CHO parental Ca	OXTR potentiate	TAAR1 antagonist	CHO-K1 Ca PAM	GPR7 antagonist
CC(=O)N1N=C(c2c(O)n(C)c(=O)n(C)c2=O)CC1c1ccccc1 (centres undefined)	0.2	0.5	0.0	-5.3	15.3	-4.6	-13.7	17.4	-13.4
Cc1cccc(C(O)(C(=O)NNC(=O)CN2CCN(C)CC2)c2cccc(C)c2)c1	-0.4	5.8	-0.1	5.1	2.5	9.6	-23.8	-11.7	-6.8
Fc1ccccc1CN1Cc2ccccc2-n2nncc2C1	nt	nt	2.1	-10.0	nt	nt	10.8	14.9	nt
Cc1ccccc1-n1c(-c2ccc([N+](=O)[O-])cc2)nc2ccccc2c1=O	-0.9	-1.5	0.6	-2.5	-17.5	-4.3	-10.8	10.2	-3.5
CSc1ccc(CN2CCN(Cc3ccccc3Cl)CC2)cc1	-0.2	-0.5	-0.2	-3.0	-17.6	2.2	5.0	1.2	-7.1
CCOc1ccc(-n2c(-c3cccs3)nc3ccccc3c2=O)cc1	-0.4	-2.3	-0.5	0.6	-17.8	3.9	17.5	2.3	-3.5
O=C(Cc1ccccc1)N1CCN(Cc2ccccn2)CC1	-0.7	0.2	0.1	1.6	-3.4	1.1	-13.0	5.9	3.3
CCN(CC)CCCOC(=O)C(OC(C)C)(c1ccccc1)c1ccccc1	3.2	2.2	4.4	-4.9	-11.0	-8.2	-1.2	18.3	16.6
COc1ccc(C(c2nnnn2-c2ccc3c(c2)OCCO3)N2CCC3(CC2)C(=O)NCN3c2ccccc2)cc1 (centres undefined)	nt	nt	2.7	-10.7	nt	nt	18.8	-0.9	nt
Cc1cc(OCC(=O)OC(C)(C)C)c2c3c(c(=O)oc2c1)CCC3	-0.3	-2.4	0.4	-6.8	-15.7	-3.6	-0.9	11.4	nt
CCOc1ccc(N2C(=O)NC(=O)/C(=C\c3cc(OC)c(OC)cc3[N+](=O)[O-])C2=O)cc1	0.9	0.7	0.3	-4.5	-8.7	1.5	nt	19.8	-8.4
CSCCC(c1nnnn1Cc1ccccc1)N1CCC2(CC1)C(=O)NCN2c1ccccc1 (centres undefined)	nt	nt	6.5	-11.9	nt	nt	52.4*	4.5	nt
COC(=O)C(O)(c1cn(C)c2ccccc12)C(F)(F)F (centres undefined)	0.1	0.1	-0.1	-6.3	5.4	-4.1	6.4	16.5	-2.9
CC(NCc1ccccc1C(F)(F)F)C(O)c1ccccc1 (centres undefined)	0.0	1.4	0.2	-5.9	-12.9	-7.3	-16.0	-5.0	2.1
Cc1cc(C)nc(NC2=NCCS2)n1	-0.5	1.1	-0.1	-10.5	8.6	-0.8	-9.0	4.2	-7.8
CC1(C)C2([N+](=O)[O-])CN3CC1([N+](=O)[O-])CN(C2)C3c1cccnc1 (centres undefined)	1.2	-0.3	1.3	1.4	-7.0	-7.4	-12.1	9.4	5.5
O=C1CC2OCC=C3CN4CCC56c7ccccc7N1C5C2C3CC46O (centres undefined)	nt	nt	0.2	-3.8	nt	nt	-7.7	18.9	nt
CCc1ccc(CNCCc2ccc(F)cc2)cc1	6.4	9.1	2.0	-9.4	-16.4	-8.8	5.1	4.0	-0.7
CC(=O)N1CCN(c2ccc(N=Cc3c(O)n(-c4ccc(Cl)cc4)c(=O)[nH]c3=O)cc2)CC1	0.0	0.0	5.9	0.7	-14.6	0.2	11.6	0.9	-9.0
Cc1cc(C(=O)CS(=O)(=O)c2ccc(F)cc2)cc(C)c1OC(=O)N(C)C	-0.5	-1.3	0.2	10.2	-9.0	-5.7	-12.3	-11.7	-12.8
O=c1[nH]c(=O)n(CCc2ccccc2)c(O)c1/C=N/N1CCOCC1	0.6	-0.3	0.8	0.0	-24.7	-9.7	8.0	17.4	0.9
COc1cc(-n2c(=S)[nH]c3ccc(C)cc3c2=O)c(Cl)cc1Cl	nt	nt	0.1	-10.7	nt	nt	9.2	20.1	15.1
COC(=O)C1=C(c2ccc(F)cc2OCc2ccccc2)C[C@@H]2CC[C@H]1N2C(=O)N1CCCC1	-1.6	-1.9	-0.8	-12.2	-30.2	0.9	25.8	7.5	nt
COc1cccc(C(=O)C2CCCN(Cc3ccc4nonc4c3)C2)c1 (centres undefined)	-0.6	-1.0	0.8	0.2	-16.7	-0.9	9.4	12.6	3.5

An excerpt from above, showing only OXTR potentiate and TAAR1 antagonist.
SMILES	OXTR potentiate	TAAR1 antagonist
O=c1[nH]c(=O)n(CCc2ccccc2)c(O)c1/C=N/N1CCOCC1	-9.7	8.0
COc1cc(-n2c(=S)[nH]c3ccc(C)cc3c2=O)c(Cl)cc1Cl	nt	9.2
COC(=O)C1=C(c2ccc(F)cc2OCc2ccccc2)C[C@@H]2CC[C@H]1N2C(=O)N1CCCC1	0.9	25.8

Later entries.
SMILES	V1aR counter	OXTR agonist	M1 ag parental	CHO-K1 Ca antag	CHO parental Ca	OXTR potentiate	TAAR1 antagonist	CHO-K1 Ca PAM	GPR7 antagonist
CCCNC(=O)N1[C@H]2CC[C@@H]1C(C(=O)OC)=C(c1ccccc1)C2	0.8	-0.1	0.1	-12.1	-10.5	-4.2	-1.7	12.2	nt
O=C1NC(=O)C2C1C1(Cl)C(Cl)=C(Cl)C2(Cl)C1(Cl)Cl (centres undefined)	nt	nt	2.0	-3.5	nt	nt	11.2	-7.5	nt
NC(=O)c1ccc(N=Nc2c(O)[nH]c(=O)[nH]c2=O)cc1	0.8	0.3	nt	nt	-9.6	-3.8	nt	nt	-9.4
C=CCn1c(O)c(Cc2ccc(OCC)cc2)c(=O)[nH]c1=O	nt	nt	0.8	-8.9	nt	nt	-15.0	14.4	-6.9
CN(C)CCCN=Cc1c(O)n(CCc2ccc(F)cc2)c(=O)[nH]c1=O	0.1	0.8	-0.3	-4.7	-0.5	-6.9	-19.5	7.0	3.4
CCCCCCn1c(=O)c(C(=O)Nc2ncccc2O)c(O)c2ccccc21	1.0	0.2	-0.3	5.5	0.0	-7.2	-2.1	-18.0	-3.6
CCS(=O)(=O)NCc1nnc2n1-c1ccc(Br)cc1C(c1ccccc1Cl)=NC2	0.9	0.1	1.4	-13.1	8.6	-4.0	-7.3	16.8	nt
CCC1CCCCN1P(=O)(c1ccc(C)o1)C(C)(C)C (centres undefined)	-0.3	-1.4	0.7	-31.8	-11.8	0.2	-4.8	10.4	-4.9
CCOC(=O)C1(c2ccccc2)CCN(CC(=O)Nc2ccc(C)cc2)CC1	-0.8	-0.9	0.1	7.5	-15.4	-9.2	2.6	-16.4	-7.1
CC(C)(C)C(=O)N1Cc2cnnn2-c2ccccc2C1C#N (centres undefined)	nt	nt	1.9	-13.1	nt	nt	0.7	22.7	nt
COc1ccccc1CN1CCN(Cc2ccc(Cl)cc2)CC1	0.6	-0.6	0.6	-6.6	-11.5	-5.9	9.2	19.8	5.3
COC(=O)COc1cc(C)cc2oc(=O)c3c(c12)CCCC3	-0.9	-2.1	0.0	-14.8	-17.2	-4.6	-27.2	5.4	-5.7

Full records, looked up by structure. Screens in order: V1aR counter | OXTR agonist | M1 ag parental | CHO-K1 Ca antag | CHO parental Ca | OXTR potentiate | TAAR1 antagonist | CHO-K1 Ca PAM | GPR7 antagonist
Record of Cc1ccccc1-n1c(-c2ccc([N+](=O)[O-])cc2)nc2ccccc2c1=O : -0.9 | -1.5 | 0.6 | -2.5 | -17.5 | -4.3 | -10.8 | 10.2 | -3.5
Record of COc1ccc(C(c2nnnn2-c2ccc3c(c2)OCCO3)N2CCC3(CC2)C(=O)NCN3c2ccccc2)cc1 (centres undefined) : nt | nt | 2.7 | -10.7 | nt | nt | 18.8 | -0.9 | nt
Record of CN(C)CCCN=Cc1c(O)n(CCc2ccc(F)cc2)c(=O)[nH]c1=O : 0.1 | 0.8 | -0.3 | -4.7 | -0.5 | -6.9 | -19.5 | 7.0 | 3.4

More compounds:
SMILES	V1aR counter	OXTR agonist	M1 ag parental	CHO-K1 Ca antag	CHO parental Ca	OXTR potentiate	TAAR1 antagonist	CHO-K1 Ca PAM	GPR7 antagonist
CCOc1cc2c(cc1OCC)-n1cccc1C(c1ccc(OC(F)F)cc1)NC2 (centres undefined)	4.7	5.3	9.8	1.9	-7.3	-7.2	-5.7	-1.0	19.6
Cc1ccc(-c2nc3ccccc3c(=O)n2-c2ccncc2)cc1	1.1	-0.6	0.5	-7.5	-14.3	-2.4	4.2	3.7	-5.8
CCC(C)NS(=O)(=O)c1ccc(OCC(=O)N2CCN(CC)CC2)cc1 (centres undefined)	0.0	-0.7	0.2	-4.6	-12.1	1.4	-12.6	14.2	-0.7
COC(=O)C1=C(c2c(C)noc2C)C[C@@H]2CC[C@H]1N2C(=O)NCc1ccc2c(c1)OCO2	-0.3	0.4	0.8	-15.7	-20.4	4.5	11.5	13.9	nt
Nc1ccc(Cl)cc1C(=O)c1ccccc1Cl	0.9	-1.8	-0.5	-4.9	-4.1	-0.7	-40.1	19.9	-11.7
CSc1ccc(CN2CCN(C(=O)COc3cccc(C)c3)CC2)cc1	5.6	0.5	1.6	12.4	4.3	-5.6	-19.5	-12.3	4.8
CN1CCN(c2nc3c(c(=O)[nH]2)CCC3)CC1	0.6	-0.1	0.2	-0.8	12.9	-3.2	5.8	17.6	-5.0
c1cc2c(cc1N1CCCCC1)CNCc1cnnn1-2	nt	nt	-0.2	9.3	nt	nt	11.8	5.0	nt

Assay outcomes from PubChem.
